IMPase inh = cell-permeable inhibitors of inositol monophosphatase (IMPase); P97697; CHO-M1 cells, IP1 accumulation, HTRF TR-FRET ratio; inhibition (IP1 accumulation), % at 46.1 µM; 120,000 tested, under 10 active; AID 901; active = well fitted curve in the direction sought with a large enough effect in the signal ratio, not every such curve was filed as active; inconclusive = small, poorly fitted or top-dose-only effect, or a change in a side signal; inactive = no such curve, though single readings can be large or run the other way; the % refers to the signal ratio;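 also: cells stimulated with carbachol in lithium chloride buffer; plate controls were DMSO basal wells for no effect and reference inhibitor wells for full effect; higher means more IMPase inhibition seen as more IP1 and lower FRET ratio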
Target sequence (P97697 whole entry, looked up): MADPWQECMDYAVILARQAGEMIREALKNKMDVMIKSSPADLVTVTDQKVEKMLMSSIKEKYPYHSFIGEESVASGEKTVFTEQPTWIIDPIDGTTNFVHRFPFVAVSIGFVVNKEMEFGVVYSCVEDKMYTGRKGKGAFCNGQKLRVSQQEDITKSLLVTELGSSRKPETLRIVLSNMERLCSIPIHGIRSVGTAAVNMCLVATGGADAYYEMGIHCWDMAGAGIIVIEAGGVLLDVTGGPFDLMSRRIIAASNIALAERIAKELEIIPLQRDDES
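Measured: the HTRF emission ratio (665/620 nm) plus the 620 nm donor channel, each fitted to the Hill equation to give AC50. Cells were CHO-M1 given compounds up to 46 uM and a 30 min carbachol stimulation at 37C.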
PNC inhibitor = blocks assembly of the perinucleolar compartment; PC3M PTB-GFP, PNC prevalence imaging, 16 h; stronger effect = lower value; activity change (PNC), negative = inhibition, % at 10 µM; 3.1% of 140,000 active;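 active = readout at or below -70, meaning at least 70% loss of cells showing the perinucleolar compartment, a nuclear body marking cancer cells; inconclusive = readout between -30 and a set limit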;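 also: plate controls were DMSO wells for no effect and camptothecin positive control wells for full effect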
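PC3M cells stably expressing PTB-GFP, 750–1000 cells/well, treated 16 h at 37 °C with compound (23 nl of library stock), in duplicate. After paraformaldehyde fixation and Hoechst stain, imaged at 20x; PNC prevalence scored by image analysis.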
ALOX15B inhib = blocks human 15-lipoxygenase 2 activity; O15296; purified 15hLO-2, xylenol orange hydroperoxide absorbance; Potency, µM (series often up to 57.1 µM), for inactives: top-dose activity change, negative = inhibition, hits mostly inhibitors; 0.56% of 110,000 active; AID 881; also: potency is read from the fitted curve at half-maximal effect; nearly all actives have a fitted effect of over 60% in size; many of its hits are not listed in these tables
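Purified human 15hLO-2 (50 nM final) preincubated with compounds 15 min at room temperature in 25 mM Hepes pH 7.5, 0.01% Triton X-100, then 45 uM arachidonic acid added for 90 min; hydroperoxide detected via ferrous/xylenol orange, 573/405 nm absorbance ratio.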
12-hLO inh = 12-hLO (ALOX12) enzyme inhibition; AID 1452; purified 12-hLO, xylenol orange hydroperoxide absorbance; 0.12% of 150,000 active; Potency, µM (titrated, usually from 57.1 µM), for the others: top-dose activity change, negative = inhibition, usual class: inhibitors; also: potency is read from the fitted curve at half-maximal effect; nearly all actives have a fitted effect of over 55% in size; many of its hits are not listed in these tables
Target sequence (P18054 whole entry, looked up): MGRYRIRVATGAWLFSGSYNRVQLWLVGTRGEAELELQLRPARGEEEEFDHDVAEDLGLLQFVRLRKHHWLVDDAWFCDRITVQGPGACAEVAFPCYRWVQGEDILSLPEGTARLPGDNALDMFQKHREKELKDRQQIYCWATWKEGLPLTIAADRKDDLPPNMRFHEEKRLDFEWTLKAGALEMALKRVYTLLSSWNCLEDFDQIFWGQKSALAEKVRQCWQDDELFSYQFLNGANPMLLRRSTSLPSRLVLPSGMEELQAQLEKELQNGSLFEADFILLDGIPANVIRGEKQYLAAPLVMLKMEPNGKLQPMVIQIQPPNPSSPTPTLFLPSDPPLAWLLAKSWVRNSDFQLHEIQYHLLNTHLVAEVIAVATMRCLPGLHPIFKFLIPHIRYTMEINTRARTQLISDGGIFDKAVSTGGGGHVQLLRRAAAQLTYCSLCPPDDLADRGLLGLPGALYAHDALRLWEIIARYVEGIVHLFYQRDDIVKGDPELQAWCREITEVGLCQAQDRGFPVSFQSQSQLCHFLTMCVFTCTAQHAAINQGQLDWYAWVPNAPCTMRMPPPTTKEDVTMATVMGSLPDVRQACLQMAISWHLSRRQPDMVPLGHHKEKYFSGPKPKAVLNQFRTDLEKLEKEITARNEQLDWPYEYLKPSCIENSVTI
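Xylenol orange chromogenic assay: hydroperoxide from 12hLO oxidises Fe(II), giving red-shifted Fe(III)-XO absorbance. Conditions: 150 nM enzyme, 40 uM arachidonic acid, 25 mM Hepes pH 7.0, 0.01% Triton X-100, 30 min, room temperature.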
An asterisk follows results filed as active; ? = inconclusive; nt = no result given; [ ] = another dose, or the depositor's remark. Unless noted, calls follow the shape of the dose curve; as a rule, active = well fitted curve in the direction sought with a large enough effect; inconclusive = small, poorly fitted or top-dose-only effect, or another doubt; inactive = no such curve, though single readings can be large; an effect the other way counts as inactive or inconclusive. Unless noted, % is scaled to controls: 0 for no effect and ±100 for the full control effect. A portion of the library; count on the stated rates, not on these rows.

Each structure is followed by: ALOX15B inhib	PNC inhibitor	IMPase inh	12-hLO inh
CCCCCCCCOC(=O)C(NC(=O)CCC(=O)Nc1ccc(S(N)(=O)=O)cc1)C(O)c1ccccc1 (stereo not given)
 : -2%	-16	4	1%
O=C(c1cc(Cl)ccc1Cl)N1CCOCC1
 : -5%	19	5	-2%
Cc1ccc(N=C2NC(=O)/C(=C\c3ccco3)S2)cc1
 : nt	?	nt	-19%
Cc1cccc2cc(CN(Cc3ccccc3)C(=O)c3cccc(F)c3)c(Cl)nc12
 : 0%	10	16	-10%
CCC(C)C(=O)Nc1cc([N+](=O)[O-])ccc1Cl (stereo not given)
 : nt	-24	nt	-2%
O=C(Nc1cc(C(F)(F)F)ccc1F)C1CCC1
 : 0%	?	-8	-2%
O=C(c1cccc(S(=O)(=O)N2CCCC2)c1)c1nnc(-c2ccncc2)o1
 : -10%	5	1	-4%
CCOC(=O)Cn1c(CN(Cc2ccccc2)Cc2ccccc2)nc2c1c(=O)n(C)c(=O)n2C
 : 0%	-9	1	-6%
CCC(=NCCc1c(C)[nH]c2ccccc12)C1=C(O)CC(c2ccccc2)CC1=O (stereo not given)
 : nt	-24	nt	-21%
CCN(CCCNC(=O)CCNC(=O)Cn1cnc2ccccc2c1=O)c1cccc(C)c1
 : -6%	39	3	-1%
COc1ccccc1Nc1ncc(-c2cccs2)s1
 : -26%	-20	-16	-18%
Cc1nn(-c2ccc(F)cc2)c2sc(C(=O)OCC(=O)N3CCC(C)CC3)cc12
 : 1%	?	-2	-3%
CC(=O)N1c2ccccc2NC2=C(C(=O)CCC2)C1c1cccnc1 (stereo not given)
 : -8%	17	-5	2%
CC(=O)c1cccc(NS(=O)(=O)c2ccc(N/C=C\C(=O)c3ccc(C)cc3)cc2)c1
 : -6%	?	5	-23%
C/C=C/c1ccc(OC)c(OC(C)=O)c1
 : 1%	?	5	0%
CC(C)CC(NC(=O)C(NC(=O)OC(C)(C)C)C(C)C)C(=O)NC(CCC(=O)OCc1ccccc1)C(N)=O (stereo not given)
 : nt	-9	-1	8%
CC(OC(=O)CNC(=O)C12CC3CC(CC(C3)C1)C2)C(=O)Nc1ccc(N2CCOCC2)cc1 (stereo not given)
 : 4%	-10	2	-2%
Cc1ccc(NC(=O)N2CCC(c3nc4c(nnn4Cc4c(F)cccc4Cl)c(=O)[nH]3)CC2)cc1
 : -8%	-2	6	-6%
CC(C)c1ccc(NC(=O)c2ccc(Br)o2)cc1
 : nt	5	7	7%
CC(C)c1nc(N2CCOCC2)c(C#N)c2c1COC(C)(C)C2
 : -4%	1	3	4%
CC(=O)Nc1ccc(/C(C)=N/NS(=O)(=O)c2ccc(C)cc2)cc1
 : -10%	76	-4	2%
CC(=O)Nc1ccc(Cl)cc1C(=O)O
 : 1%	-7	-3	2%
O=C(O)[C@@H]1CSC2(CCSC2)N1 (stereo not given in full)
 : 4%	45	7	-4%
CCOC(=O)N1CCN(C(=O)c2ccc(NC(C)=O)cc2)CC1
 : 2%	49	9	6%
CSc1ccc(/C=C/C(=O)c2ccc(NC(C)=O)cc2)cc1
 : -9%	-7	-3	6%
O=C(CN1CCN(C(=S)NC2CCCC2)CC1)Nc1ccc(Oc2ccccc2)cc1
 : nt	?	2	-6%
Fc1ccc(CNCc2ccccc2C(F)(F)F)cc1
 : nt	-114*	nt	1%
CCC(=O)Nc1ccccc1C(=O)N1CCCC1
 : 8%	12	-2	-5%
Cc1ccc(SCC(=O)c2c(C)[nH]c3ccccc23)cc1
 : nt	?	4	-3%
NNC(=O)C1CCCn2c1nc1sc3c(c1c2=O)CCCC3 (stereo not given)
 : 1%	?	4	4%
COc1ccccc1NC(=O)c1c(NC(=O)c2ccco2)sc2c1CCC2
 : -21%	?	4	-10%
O=C(Cn1[nH]c(=O)c2ccccc2c1=O)NC1CCN(Cc2ccccc2)CC1
 : 3%	-11	3	-4%
CC(C)CN1CCCC2(CCN(C(=O)c3cc(C(F)(F)F)cc(C(F)(F)F)c3)CC2)C1
 : 14%	nt	nt	-3%
CC1CN(c2nnnn2-c2ccccc2)CC(C)O1 (stereo not given)
 : -1%	11	9	-1%
CCOCCCNC(=O)C(NC(=O)c1ccc2c(c1)OCO2)c1ccc(OC)cc1 (stereo not given)
 : 0%	8	0	-5%
Nc1nc(Cn2nnc(-c3ccccc3Cl)n2)nc(N2CCOCC2)n1
 : 3%	-7	-6	-1%
Cc1ccc(NC(=O)COC(=O)CCC(=O)c2cccs2)cc1
 : nt	?	nt	2%
COc1ccc(/C=N/Nc2nnc(-c3ccccc3)c(=O)[nH]2)cc1
 : nt	?	nt	7%
CN(/N=C/c1cccnc1)C1=NS(=O)(=O)c2ccccc21
 : nt	?	-9	-2%
O=C(OC(C(=O)Nc1ccc(Cl)cc1C(F)(F)F)c1ccccc1)c1c(Cl)cccc1Cl (stereo not given)
 : nt	75	nt	-2%

Shown field by field: entries from further up.
Nc1nc(Cn2nnc(-c3ccccc3Cl)n2)nc(N2CCOCC2)n1
  ALOX15B inhib: 3%
  PNC inhibitor: -7
  IMPase inh: -6
  12-hLO inh: -1%
CC(C)CN1CCCC2(CCN(C(=O)c3cc(C(F)(F)F)cc(C(F)(F)F)c3)CC2)C1
  ALOX15B inhib: 14%
  PNC inhibitor: nt
  IMPase inh: nt
  12-hLO inh: -3%

(cont.)
Each structure is followed by: ALOX15B inhib	PNC inhibitor	IMPase inh	12-hLO inh
O=C(N/N=C1\CCc2ccccc21)c1ccccc1Cl
 : nt	-20	nt	0%
O=C(CN1CCN(S(=O)(=O)c2ccc(Br)cc2)CC1)Nc1ccccc1C(=O)c1ccccc1
 : nt	41	nt	5%
CCCC(=O)Nc1nc2ccc(OCC)cc2s1
 : nt	27	14	-1%
COC(=O)c1[nH]c2ccccc2c1NC(=O)Oc1ccccc1
 : ?	51	23	-12%
O=C(N/C(=C/c1ccc(Cl)cc1)c1nc2ccccc2[nH]1)c1ccco1
 : -15%	90	0	3%
COc1ccc(-c2occ(C(=O)O)c2C(=O)O)cc1
 : -2%	0	-7	-1%
CCOC(=O)c1ccccc1NC1OC(=O)c2ccccc21 (stereo not given)
 : -5%	?	-7	-3%
CC(C)CC(=O)Nc1ccc(OCC(=O)O)cc1
 : -3%	31	-11	2%
C=CCNC(=S)N1CCN(CCN=CC2=C(O)CC(c3cccs3)CC2=O)CC1 (stereo not given)
 : 9%	-4	5	-3%
CCOC(=O)C1CCCN(C(=O)c2ccc(CNc3c(N4CCC(C)CC4)c(=O)c3=O)cc2)C1 (stereo not given)
 : -7%	9	-6	-12%
CCCc1nc(SCC(=O)NNC(=O)C2CCCCC2)c2ccccc2n1
 : -26%	39	-7	5%
CCOC(=O)c1[nH]c2ccc(OC)cc2c1NC(=O)OC
 : -3%	19	0	-2%
O=C(N/N=C/c1cn(Cc2ccccc2)c2ccccc12)c1cccnc1
 : nt	-26	nt	0%
CC(C)Cc1ccc(/C=C/C(=O)NC2CC2)cc1
 : nt	?	nt	-4%
COC(=O)c1sc(NC(=O)COc2ccccc2OC)nc1C
 : 3%	?	4	-2%
CCOC(=O)CSC1=NC(=O)/C(=C\c2ccc(OC(C)=O)cc2)S1
 : -27%	4	-8	-5%
CCn1c(-c2ccc(F)cc2)n[nH]c1=S
 : -10%	14	-13	2%
Cc1cccc(NC(=O)c2cc(Cl)sc2Cl)c1C
 : nt	?	-10	1%
O=c1c(CCc2ccccc2)nc2cnc(N3CCOCC3)nc2n1C[C@H]1CCCO1
 : 0%	nt	nt	5%
O=C(O/N=C/C1=C(Cl)c2ccccc2CC1)c1ccc(F)cc1
 : 9%	33	4	0%
Cc1ccc(-n2[nH]c3c4c(ccc3c2=O)C(=O)c2ccccc2C4=O)cc1
 : nt	42	nt	4%
CCc1ccc(Nc2nc(N)nc(CSc3nnnn3-c3ccccc3)n2)cc1
 : -14%	46	9	-4%
COc1cccc(Nc2nc(-c3sc(NC(=O)c4ccco4)nc3C)cs2)c1
 : 5%	33	-5	-6%
C(=N\Nc1nc(N2CCOCC2)nc(N2CCOCC2)n1)/c1cccnc1
 : 4%	0	-5	2%
O=c1[nH]c2ccccc2n1CCCSCCCn1c(=O)[nH]c2ccccc21
 : -25%	?	0	-11%
NNc1nc2c(Cl)cccc2s1
 : nt	25	nt	-18%
O=C(C1CCCN(S(=O)(=O)c2cccc3nsnc23)C1)N1CCN(c2ccccn2)CC1 (stereo not given)
 : 5%	?	12	-2%
CCOC(=O)N1C(=O)c2cc(OC)ccc2S1(=O)=O
 : 0%	34	10	4%
COCc1cc(C)nc2sc(C(=O)OC)c(N)c12
 : 5%	29	1	4%
Nc1ncnc2nc(N3CCN(C(=O)c4ccccc4)CC3)[nH]c12
 : -9%	1	7	-1%
CN1CCN(/N=C/c2nc(-c3ccccc3)n3ccccc23)CC1
 : nt	-7	nt	0%
COc1ccc(C(=O)CSc2nnc(-c3cc(C)on3)o2)cc1
 : nt	?	nt	-2%
CCCC/C=C/C(NC(=O)C(C)(C)C)c1ccccc1 (stereo not given)
 : -9%	nt	nt	3%
COc1cccc2c(=O)n(CC(=O)N3CCC(C)CC3)ccc12
 : 4%	?	-13	-3%
Cc1cc(F)ccc1S(=O)(=O)Nc1ccccc1C(=O)Nc1ccccc1N1CCOCC1
 : -3%	52	3	0%
CCc1nc(N)nc(N)c1-c1ccc(Cl)cc1
 : -3%	?	-2[20.6 µM]	-2%
Cc1cc(C)n(CCO)c(=O)n1
 : -10%	5	-3	4%
COCCn1nnnc1C1(N(Cc2cc3cc(C)ccc3[nH]c2=O)CC2CCCO2)CCN(C)CC1 (stereo not given)
 : 21%	-29	6	-5%
COc1ccc[nH]c1=O
 : -1%	?	13	0%
CCCNC(=O)c1ccc(SC)cc1OC
 : -6%	?	-1	2%
CC[C@@H](C)[C@H](NC(=O)OC(C)(C)C)c1nnc(S(=O)(=O)Cc2cc(C)ccc2C)o1
 : -19%	2	18	-2%
CN(C)CCN1C(=O)C(O)=C(C(=O)c2cc3ccccc3o2)C1c1cccc(Br)c1 (stereo not given)
 : 22%	-6	?	-6%
CC(C)c1ccc(S(=O)(=O)N2CCN(CCC(=O)Nc3ccc(N(C)C)cc3)CC2)cc1
 : 15%	34	2	-13%
Cc1ccc(NCc2nnc(SCC(=O)c3ccc4c(c3)OCCO4)o2)c(C)c1
 : -9%	-16	2	-2%
C=CCN(c1ccccc1OC)S(=O)(=O)c1cccc(C(=O)OCC(=O)c2c[nH]c3ccccc23)c1
 : nt	28	nt	-2%
Cc1c(/C=N/NC(=O)c2sc3ccccc3c2Cl)cnn1C
 : 3%	-26	2	1%
COc1cc(NC(=O)CN2CCN(c3ccccc3O)CC2)c(C)cc1[N+](=O)[O-]
 : nt	13	nt	-2%
Fc1ccc(NC(=S)NCc2cccs2)cc1
 : nt	-3	nt	-3%
CCOC(=O)c1[nH]nc(-c2cc(CC)c(O)cc2O)c1-c1cscn1
 : -9%	-17	0	-19%
COC(=O)CC(NC(=O)c1ccc(C)cc1)c1ccc2c(c1)OCO2 (stereo not given)
 : 1%	-14	10	-2%
CCOC(=O)C(Cc1c[nH]c2ccccc12)NC(=O)CNC(C)=O (stereo not given)
 : 11%	?	5	-3%
O=C(c1ccc(Br)cc1)N1CCCC1
 : 0%	19	-6	2%
CCOC(=O)CC1C(C(=O)OCC)ON2OC(C(=O)OC)C(C(=O)OCC)C12 (stereo not given)
 : 4%	-15	-1	10%
Cc1ccc2c(C(=O)CN3CCC4(CC3)OCCO4)c(C)[nH]c2c1
 : 3%	-5	4	-11%

Looked up above.
Result of CC(C)c1ccc(S(=O)(=O)N2CCN(CCC(=O)Nc3ccc(N(C)C)cc3)CC2)cc1 in IMPase inh: 2
Result of Cc1c(/C=N/NC(=O)c2sc3ccccc3c2Cl)cnn1C in PNC inhibitor: -26
Result of CCOC(=O)C(Cc1c[nH]c2ccccc12)NC(=O)CNC(C)=O (stereo not given) in ALOX15B inhib: 11%

Assay outcomes from PubChem.
